Yeast lifespan up = yeast lifespan extension. inhibition of the nicotinamide effect, % at 10 µM. 130,000 compounds, 0.68% hits. AID 775. S. cerevisiae growth with nicotinamide, OD615; deaD strain in restrictive glucose medium;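 active = inhibition above a set limit, placed 3 SD over the median of all compounds, cut at about 26% in these data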;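 note: 0% = nicotinamide-treated wells and 100% = cells grown without nicotinamide; some compounds called inactive have numbers as strong as hits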
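Buffer or medium: CSMM-D glucose medium, restrictive; test system: modified budding yeast, DeaD strain; compound: single dose 10 µM compound, 0.25% DMSO; schedule: culture preincubation 4 h, compound exposure 48 h, both 30 °C; detection: optical density (absorbance) at 615 nm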
Yeast growth inh = chemicals that inhibit yeast BB579 growth in restrictive medium (lifespan-shortening candidates) | inhibition, % at 10 µM | 140,000 compounds, 0.51% hits | S. cerevisiae BB579 growth, OD615, 48 h;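 active = inhibition above a set limit, 3 SD over the mean compound inhibition, cut at about 44% in these data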; note: inactives centre near -24
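System: DeaD yeast strain BB579; buffer or medium: CSMM-D dextrose restrictive medium; technique: OD at 615 nm; schedule: 4 h cell preincubation, 48 h compound exposure, 30 °C humidified; doses: single 10 µM dose; controls: amphotericin B 10 µg/mL, positive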
Phagocytosis inh = inhibitors of macrophage phagocytosis | J774A.1 macrophage IgG-bead phagocytosis, imaging | inhibition, % at 5 µM | 110,000 compounds, 0.07% hits | AID 1029;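 active = inhibition above the mean of the plate negative controls plus 5 SD, cut at about 13% in these data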;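 note: phagocytic index as fraction of beads internalized from green versus red external bead signal; plate controls were DMSO negative control for no effect and cytochalasin-D positive control for full effect; some results beyond the cut were filed as inactive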
HCT116 bCat-KO = beta-catenin-lacking colon tumor cell growth suppression | HCT116 beta-catenin knockout viability, CellTiter-Glo, 60 h; hits give low values | viability, % at 10 µM | 140,000 compounds, 1.5% hits | AID 818;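 active = viability at or under a set limit, the compound median less 4 SD, cut at about 6% in these data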;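 note: 0% = Hyamine 1622 control at 20 µM and 100% = untreated cell control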
NPY-Y2 antag = NPY-Y2 (human) receptor antagonism. P49146. NPY-Y2 expressing cells, antagonist mode. inhibition, % at 2.7 µM. 140,000 compounds, 0.99% hits. AID 793; in the data active = inhibition above about 17%;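 note: 0% = vehicle with agonist challenge and 100% = reference antagonist with challenge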
Target sequence (P49146 whole entry, looked up): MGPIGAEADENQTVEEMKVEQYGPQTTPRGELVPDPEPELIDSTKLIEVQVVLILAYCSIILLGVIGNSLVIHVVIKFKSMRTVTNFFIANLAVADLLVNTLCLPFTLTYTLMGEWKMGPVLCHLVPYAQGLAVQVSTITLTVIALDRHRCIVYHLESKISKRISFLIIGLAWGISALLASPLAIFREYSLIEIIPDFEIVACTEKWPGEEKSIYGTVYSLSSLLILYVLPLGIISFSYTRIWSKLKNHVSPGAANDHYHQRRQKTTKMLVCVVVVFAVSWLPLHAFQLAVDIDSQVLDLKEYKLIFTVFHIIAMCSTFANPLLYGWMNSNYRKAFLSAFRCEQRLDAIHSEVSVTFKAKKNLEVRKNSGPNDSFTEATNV
MRP-1 activ = MRP-1 activation | H69AR cells + doxorubicin, viability rescue, CellTiter-Glo | viability increase, % at 10 µM | 140,000 compounds, 0.61% hits | AID 799;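 active = viability gain under doxorubicin at or above a set limit, the compound median plus 3 SD, cut at about 4.7% in these data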;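 note: MRP-1 overexpressing cells given doxorubicin 25 µM after compound pretreatment; 18-22 h compound pretreatment then 72 h with doxorubicin before readout; 0% = doxorubicin-only wells and 100% = vehicle-treated cells without doxorubicin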
GALR2 antag = blocks the human galanin receptor 2 | AID 828 | inhibition, % at 4 µM | 140,000 compounds, 0.39% hits | O43603 | GALR2-expressing cells, antagonist mode; in the data active = inhibition above about 27%;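 note: cells stimulated with galanin 1-16 at roughly its EC80; 0% = agonist challenge control and 100% = basal control without agonist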
Target sequence (O43603 whole entry, looked up): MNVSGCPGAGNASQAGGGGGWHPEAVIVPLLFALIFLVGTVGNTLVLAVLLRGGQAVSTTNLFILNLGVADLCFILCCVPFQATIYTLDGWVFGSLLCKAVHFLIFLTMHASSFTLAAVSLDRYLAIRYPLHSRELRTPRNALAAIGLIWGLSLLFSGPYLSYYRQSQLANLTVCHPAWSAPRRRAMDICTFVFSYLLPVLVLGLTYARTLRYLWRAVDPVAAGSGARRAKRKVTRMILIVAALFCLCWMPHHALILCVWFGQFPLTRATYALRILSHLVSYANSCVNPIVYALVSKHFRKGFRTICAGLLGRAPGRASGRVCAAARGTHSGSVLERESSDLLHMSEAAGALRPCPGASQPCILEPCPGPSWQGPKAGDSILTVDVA
HCT116 PTEN-null = PTEN-deleted cell growth suppression; HCT116 PTEN-null viability, CellTiter-Glo, 60 h; hits give low values; viability, % at 10 µM; 140,000 compounds, 1.2% hits;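 active = viability at or below a set limit, 4 SD under the median of all tested compounds, cut at about 3.7% in these data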;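 note: PTEN knockout HCT116 line with beta catenin targeted HCT116 as companion control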
E-sel TNF inh = blocks E-selectin expression induced by TNF alpha. 120,000 compounds, 0.71% hits. inhibition, % at 2 µM. HUVEC TNFa-induced E-selectin immunofluorescence, high content;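 active = inhibition above the batch mean plus 3 SD, and confirmed as a hit on visual image review, cut at about 43% in these data; inconclusive = passes the inhibition cutoff but fails visual image review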;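 note: 0% = TNF-stimulated DMSO wells and 100% = unstimulated control wells; not every result past the cut was called active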
Measles CPE = protection of cells from measles virus. Measles virus-infected cells, CPE protection, absorbance. protection (pct of control), % at 4 µM. 140,000 compounds, 1.5% hits. AID 841; in the data active = protection mostly above about 24%, no sharp cut-off; inactive = mostly below about 26%; note: some compounds called inactive have numbers as strong as hits
The depositor's hits bear a star; ? = inconclusive; / = no result given.

SMILES | Yeast lifespan up | Yeast growth inh | Phagocytosis inh | HCT116 bCat-KO | NPY-Y2 antag | MRP-1 activ | GALR2 antag | HCT116 PTEN-null | E-sel TNF inh | Measles CPE
CN(C)CC(C)(C)NS(=O)(=O)c1ccc(Cl)cc1 | -5 | -6 | -3 | 100 | 0 | -1.3 | -5 | 100 | / | 11
COc1ccc(C(C)(C)C)cc1NC(=O)CNc1cccc2ccccc12 | -5 | -26 | -3 | 78 | 3 | -0.7 | 2 | 63 | / | /
O=C(CSc1ncn[nH]1)N1CCN(S(=O)(=O)c2ccc(Cl)cc2)CC1 | -1 | -24 | / | 92 | 2 | -0.9 | -10 | 91 | 4 | 22
CCOc1ccccc1/C=C(/NC(=O)c1ccccc1)C(=O)NC(C)c1ccccc1 (stereo unspecified) | 5 | -32 | -5 | 80 | 4 | -2.3 | -6 | 87 | / | 7
CCC(C)OC(=O)n1ccc(C(=O)Nc2nccs2)n1 (stereo unspecified) | -8 | 6 | / | 101 | 0 | -2.1 | 14 | 99 | -20 | 10
COc1ccc(NC(=O)C(NC(=O)c2ccc(=O)[nH]c2)c2ccc(C)cc2)cc1 (stereo unspecified) | 35 | -38 | / | 102 | 0 | -1.2 | -4 | 98 | / | 33*
Cc1ccc(-c2oc3ncnc(N)c3c2-c2ccc(C)cc2)cc1 | 0 | -67 | 3 | 98 | 1 | -0.8 | -4 | 109 | 2 | 10
COc1ccc(OC)c(S(=O)(=O)N(C)CC(=O)Nc2ccc3c(c2)OCO3)c1 | -7 | -8 | -1 | 84 | -2 | -2.5 | -1 | 86 | ? | 29
Cc1cccc(OCC(=O)NC(=S)Nc2ccc(S(=O)(=O)NC3CCCCC3)cc2)c1 | -12 | -71 | 1 | 92 | 2 | -0.7 | -3 | 88 | -10 | 5
COc1ccc(-c2[nH]ncc2/C=C(/C#N)C(=O)NC2CCCCC2)cc1 | -7 | -60 | 1 | 76 | 4 | -2.0 | 1 | 72 | 1 | 15
CC(=O)N1Cc2ccccc2C(C)CC12CCCCC2 (stereo unspecified) | 11 | -21 | -8 | 82 | 7 | -2.0 | 7 | 81 | / | 57
CC(=O)Nc1ccc(N2C(=O)CC(N3CC(C)OC(C)C3)C2=O)cc1 (stereo unspecified) | 0 | -15 | 3 | 96 | 1 | -0.6 | -3 | 87 | 51 | 13
Cc1csc(NC(=O)CSc2nnc(-c3ccco3)n2C)n1 | -19 | -15 | 0 | 109 | -1 | -3.6 | 4 | 97 | -35 | 10
O=C(NCc1ccc2c(c1)OCO2)c1ccc(CSCc2ccccc2Cl)o1 | 0 | -14 | -2 | 97 | 10 | -2.0 | -2 | 104 | / | 10
CCN(CC)S(=O)(=O)c1ccc2c(c1)nc(CCC(=O)OCC(=O)Nc1c(F)cccc1F)n2C | 10 | -18 | -1 | 98 | 0 | -0.9 | 7 | 91 | / | 13
O=C(Nc1ccc(Br)cc1)C1CCC(=O)N1Cc1ccccc1Cl (stereo unspecified) | -6 | -1 | / | 88 | 3 | -0.7 | 15 | 87 | -22 | 9
COc1ccc(-c2nc(SC)n(C(=O)c3ccco3)n2)cc1 | -16 | -66 | 4 | 101 | 1 | 0.0 | 2 | 108 | -8 | 10
O=c1c2cn[nH]c2[nH]c(=S)n1-c1ccccc1 | / | -8 | / | 95 | 4 | 2.2 | 5 | 97 | -32 | 6
Cc1ccc(S(=O)(=O)NC2=NCN(CCOC(=O)c3ccccc3)CN2)cc1 | -15 | -6 | 2 | 86 | 1 | -0.6 | -3 | 103 | -5 | 22
CC12C=CC3(CN(Cc4ccccc4)C(=O)C3C1C(=O)NCc1ccco1)O2 (stereo unspecified) | -7 | -26 | -2 | 101 | 0 | -3.2 | -12 | 100 | 23 | 11
Cc1ccnc(NC(=O)CCC2CCCCC2)c1 | -11 | -22 | 2 | 96 | 20* | 0.4 | -18 | 91 | -27 | 2
CN(Cc1ccco1)C(=O)C(Cc1ccccc1)NS(=O)(=O)c1ccc2c(c1)CCC(=O)N2 (stereo unspecified) | -8 | -25 | -1 | 90 | 0 | -2.1 | 6 | 97 | / | 8
Cc1cccc(OCc2nnc(SCC(=O)N3CCc4ccccc43)n2C)c1 | -10 | -16 | 0 | 88 | 5 | -2.3 | -2 | 89 | 17 | 4
O=C1c2ccccc2C(=O)c2c1cccc2N1CCN(CCO)CC1 | -9 | -37 | 0 | 22 | 1 | -3.2 | -5 | 24 | -49 | 4
COc1cc(C2c3c(-c4ccccc4)n[nH]c3C(=O)N2c2ccc(C(=O)O)cc2)ccc1O (stereo unspecified) | -1 | -3 | 1 | 96 | 1 | 0.1 | 5 | 104 | / | 4
O=C1C(=O)N(CNc2cccnc2)c2ccccc21 | -4 | -28 | -7 | 76 | -1 | -3.6 | -16 | 92 | 1 | 13
CCSc1nnc(NC(=O)CSc2nnc(Cc3cccn3C)n2CCc2ccccc2)s1 | -9 | -64 | 0 | 94 | -2 | -1.6 | 0 | 106 | -6 | 14
CCOc1ccc(-n2c(SC)nc3c(c2=O)SCC3)cc1 | -13 | -24 | -1 | 98 | 13 | 0.0 | 14 | 99 | -28 | 2
CC(C)OC(=O)CC(=O)c1sc2nc3c(cc2c1N)CN(C)CC3 | -21 | 3 | / | 101 | 1 | -2.5 | -1 | 113 | -26 | 3
CCc1cc(C(=O)OC)c(NC(=O)CC2NCCNC2=O)s1 (stereo unspecified) | -1 | -16 | -4 | 112 | 0 | -1.7 | 3 | 99 | -8 | 1

By substructure, the compounds so far containing an NH in an aromatic ring
SMILES | Yeast lifespan up | Yeast growth inh | Phagocytosis inh | HCT116 bCat-KO | NPY-Y2 antag | MRP-1 activ | GALR2 antag | HCT116 PTEN-null | E-sel TNF inh | Measles CPE
O=C(CSc1ncn[nH]1)N1CCN(S(=O)(=O)c2ccc(Cl)cc2)CC1 | -1 | -24 | / | 92 | 2 | -0.9 | -10 | 91 | 4 | 22
COc1ccc(NC(=O)C(NC(=O)c2ccc(=O)[nH]c2)c2ccc(C)cc2)cc1 (stereo unspecified) | 35 | -38 | / | 102 | 0 | -1.2 | -4 | 98 | / | 33*
COc1ccc(-c2[nH]ncc2/C=C(/C#N)C(=O)NC2CCCCC2)cc1 | -7 | -60 | 1 | 76 | 4 | -2.0 | 1 | 72 | 1 | 15
O=c1c2cn[nH]c2[nH]c(=S)n1-c1ccccc1 | / | -8 | / | 95 | 4 | 2.2 | 5 | 97 | -32 | 6
COc1cc(C2c3c(-c4ccccc4)n[nH]c3C(=O)N2c2ccc(C(=O)O)cc2)ccc1O (stereo unspecified) | -1 | -3 | 1 | 96 | 1 | 0.1 | 5 | 104 | / | 4

(listing goes on)
SMILES | Yeast lifespan up | Yeast growth inh | Phagocytosis inh | HCT116 bCat-KO | NPY-Y2 antag | MRP-1 activ | GALR2 antag | HCT116 PTEN-null | E-sel TNF inh | Measles CPE
CCCCOc1ccc(CNC(=S)N/N=C/c2ccc(OC)c(OC)c2)cc1 | -6 | -17 | 0 | 75 | 4 | 1.8 | -2 | 54 | -8 | 6
CCOC(=O)c1sc(NC(=O)CSc2ncccn2)c(C#N)c1C | -13 | -28 | 4 | 106 | 2 | -1.0 | 13 | 82 | 13 | 12
Cc1noc(C)c1COC(=O)c1ccc2c(c1)OCCO2 | -6 | 8 | / | 99 | 1 | -1.3 | -5 | 98 | -36 | 7
COc1ccccc1NC(=O)COC(=O)c1cnccn1 | -15 | -44 | -1 | 101 | 2 | -1.8 | 7 | 96 | -5 | 7
CCCN(CCC)C(=O)CSc1nc2n[nH]c(C)c2c(=N)n1-c1ccc(OC)cc1 | -7 | -31 | 2 | 61 | -2 | -5.3 | -16 | 57 | -11 | 14
O=C(Nc1ccc(C(F)(F)F)cc1)c1cc(S(=O)(=O)NCC2COc3ccccc3O2)ccc1F (stereo unspecified) | 4 | -16 | -11 | 58 | -3 | -5.5 | 0 | 55 | / | 17
Cc1cc(S(=O)(=O)Nc2ccccc2C(=O)O)ccc1Cl | 3 | -36 | -3 | 106 | 6 | 1.0 | 2 | 100 | 14 | 19
Cc1ccc(C(C)C)c(OCc2ccc(C(=O)N/N=C/c3cccc(O)c3O)cc2)c1 | -4 | -44 | 0 | 7 | 5 | -5.1 | 16 | 9 | 10 | 5
CCN(CC)CCNC(=O)c1ccccc1C(=O)c1ncc[nH]1 | -16 | 2 | -1 | 95 | 2 | -0.9 | -2 | 89 | 21 | 7
NC(=O)C1CCN(C(c2ccccc2F)c2nnnn2Cc2ccco2)CC1 (stereo unspecified) | -15 | -63 | / | 99 | 0 | -1.6 | -2 | 94 | -22 | 11
CC(C)c1ccc(O)c(NC(=O)c2cncc(Br)c2)c1 | -15 | 11 | -1 | 78 | -2 | -1.4 | 12 | 84 | / | 25
O=C(O)[C@H](Cc1ccccc1)N1Cc2ccccc2C1=O | -12 | -6 | -1 | 95 | 1 | -0.1 | 2 | 108 | / | 16
O=C(CCSc1nnc(-c2ccncc2)o1)Nc1ccccc1Cl | -13 | -29 | 0 | 76 | -1 | -5.0 | -12 | 84 | -4 | 30*
COc1ccc(CN(C)Cc2ccccc2)c(OC)c1OC | 7 | -8 | -4 | 97 | 9 | -0.9 | 16 | 97 | / | 7
COc1ccc(/C(=N/O)C(C)(C)NO)cc1 | -7 | -34 | -1 | 94 | 5 | 0.0 | -13 | 99 | -27 | 7
COC(=O)Cn1nc(-c2ccccc2)c2ccccc21 | -27 | 14 | / | 94 | 2 | -1.6 | 5 | 104 | -28 | 29
Nc1cccnc1Sc1cccc(Cl)c1 | -28 | -58 | / | 103 | 1 | -1.2 | -3 | 95 | 17 | 7
Cc1ccc(NS(=O)(=O)c2ccc3c(c2)oc(=O)n3C)cc1F | -5 | -25 | 0 | 99 | 0 | 2.0 | 4 | 95 | / | 45*
CS(=O)(=O)N(CC(=O)N1CCCCCC1)c1ccc2c(c1)OCCO2 | -10 | -37 | 1 | 96 | 0 | -1.9 | -16 | 91 | -16 | 6
CC1CCC(C(C)C)C(OC(=O)COC(=O)c2cc(O)ccc2N)C1 (stereo unspecified) | -6 | -49 | -4 | 85 | -2 | -3.7 | -18 | 83 | 1 | 13
Cc1ccc(CNC(=O)C2=CCN(S(=O)(=O)c3ccc(C)cc3)CC2)cc1 | 7 | -29 | / | 93 | 0 | -1.2 | 7 | 96 | -2 | 7
COc1ccc(C(=O)NCCC(C)C)cc1S(=O)(=O)N1CCOCC1 | 0 | -41 | -1 | 93 | -1 | -2.8 | 5 | 95 | -21 | 6
Cc1oc(-c2cccs2)[n+]([O-])c1C | -27 | -22 | 2 | 92 | 0 | 0.3 | -14 | 92 | 6 | 7
CCOC(=O)N/N=C/c1ccccc1F | -4 | -6 | / | 96 | 3 | -1.5 | -3 | 84 | -49 | 10
CCOC(=O)C(=NCCCN(C)C)NNc1ccc(Br)cc1 | -10 | 92* | -4 | 94 | 4 | -1.3 | 1 | 93 | / | 8
O=C(NCCc1ccccc1)c1noc2c1CCc1ccccc1-2 | -29 | -39 | 0 | 121 | 12 | 2.5 | -3 | 93 | -6 | 7

An unsorted share of the library, and some 6.4% of all compounds hit somewhere here.
